ASAP1 inh = blocks human ASAP1-stimulated Arf1 GTP hydrolysis | GDP FP detection | Q9ULH1 | 360,000 compounds, 0.19% hits | AID 624377 | inhibition, % at 16.5 µM; in the data active = inhibition above about 25%;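 note: 0% = vehicle with enzyme and substrate and 100% = no enzyme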
GC-B act = GC-B (human) receptor activation; P20594; HEK293-GC-B cells, CNP EC30, cGMP TR-FRET; 0% at EC30 CNP, 100% saturating CNP; activation, % at 10 µM; 370,000 compounds, 0.11% hits; AID 1920062;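 active = activation at 10 µM reaching about 35% in either raw or pattern-adjusted values, limit read from the data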
FXN GAA850 act = increases GAA850 frataxin promoter reporter activity | HEK293 lucGAA850 FXN promoter luciferase reporter, 24 h; percent of 10 µM SAHA response | activation, % at 6 µM | AID 540364 | 360,000 compounds, 0.56% hits;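 active = activation above the average of all compounds screened plus 3 SD, cutoff fixed separately per campaign, cut at about 7.5% in these data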;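 note: 0% = DMSO wells and 100% = 10 µM SAHA wells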
NPR1 activator = GC-A (human) enzyme activation; P16066; HEK293 GC-A cells, cGMP TR-FRET, EC30 ANP; 0% at EC30 ANP, 100% saturating ANP; activation, % at 10 µM; 370,000 compounds, 0.14% hits; in the data active = activation above about 40%
DDE Tn6 FP inh = inhibitors of Tn6 peptide binding to human fibrin DD(E). Fibrin DD(E) TRITC-Tn6 fluorescence polarization displacement. inhibition, % at 8.3 µM. AID 720509. 370,000 compounds, 0.21% hits;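 active = inhibition above a per-campaign cutoff: mean of compounds within control limits plus 3 SD, cut at about 15% in these data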;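 note: 0% = median of all compound wells on the plate and 100% = blocking peptide control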
sPLA2-III inh = Blocks human group III sPLA2 activity. inhibition, % at 12.2 µM. 370,000 compounds, 0.56% hits. Q9NZ20. AID 743126. QFRET BODIPY PC-A2 liposome hydrolysis, fluorescence;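 active = inhibition above mean plus 3 SD of compounds lying within the high and low control bounds, cut at about 19% in these data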;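 note: 0% = median of test compound wells and 100% = no enzyme DMSO wells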
ADAM10 inh = inhibits human ADAM10 | O14672 | inhibition, % at 7 µM | recombinant ADAM10, EDANS/DABCYL FRET peptide cleavage, 3 h | 370,000 compounds, 0.62% hits | AID 720582;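 active = inhibition above a per-campaign cutoff equal to the mean of compounds falling between control-based bounds plus 3 SD, cut at about 20% in these data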;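 note: 0% = DMSO wells while the 100% control is not disclosed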
Target sequence (O14672 214-748 limits assumed): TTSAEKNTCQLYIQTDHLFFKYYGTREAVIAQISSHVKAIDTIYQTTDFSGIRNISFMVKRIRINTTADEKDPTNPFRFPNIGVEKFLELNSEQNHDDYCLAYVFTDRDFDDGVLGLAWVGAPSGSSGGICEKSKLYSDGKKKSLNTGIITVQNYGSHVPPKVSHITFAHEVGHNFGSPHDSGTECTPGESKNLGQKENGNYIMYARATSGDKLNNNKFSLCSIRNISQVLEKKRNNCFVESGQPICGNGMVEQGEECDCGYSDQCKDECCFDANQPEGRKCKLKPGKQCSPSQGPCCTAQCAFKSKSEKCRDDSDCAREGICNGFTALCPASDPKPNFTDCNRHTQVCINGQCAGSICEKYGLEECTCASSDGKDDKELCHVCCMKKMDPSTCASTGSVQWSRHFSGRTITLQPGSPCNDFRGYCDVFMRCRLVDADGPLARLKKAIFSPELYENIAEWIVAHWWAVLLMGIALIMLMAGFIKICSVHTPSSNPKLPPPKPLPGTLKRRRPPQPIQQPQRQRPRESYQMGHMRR
ARFGAP1 inh = inhibitors of rat ARFGAP1; Arfgap1-stimulated ARF1 GTP hydrolysis, GDP FP detection; inhibition, % at 16.5 µM; 360,000 compounds, 0.26% hits; AID 651572;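 active = inhibition above a per-plate limit, mean inhibition of low control wells plus 3 SD, cut at about 25% in these data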;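 note: 0% = DMSO wells with enzyme and 100% = wells lacking Arfgap1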
Target sequence (Q62848 1-136 limits assumed): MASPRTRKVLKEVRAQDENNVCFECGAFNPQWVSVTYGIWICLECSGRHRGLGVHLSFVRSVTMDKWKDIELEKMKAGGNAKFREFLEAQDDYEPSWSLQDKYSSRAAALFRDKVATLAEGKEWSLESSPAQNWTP
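material = rat Arfgap1 catalytic domain, aa 1-136 | also added = human ARF1(Δ1-17)-GTP substrate | compound dosing = one concentration, 16.5 µM, DMSO 1.26% | times = GTP hydrolysis reaction 2 h at 25 °C | measured by = FP, GDP Alexa 633 tracer displaced from anti-GDP antibody, 620/688 nm | evaluation = percent inhibition of Arfgap1-stimulated GTP hydrolysis | replication = single well per compound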
rCAG RNA binder = r(CAG) repeat RNA binding; TO-PRO-1 dye displacement fluorescence; inhibition, % at 3 µM; 370,000 compounds, 1.3% hits; AID 651821;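 active = inhibition above the plate cutoff, the mean of all test compounds on that plate plus 3 SD, cut at about 35% in these data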;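 note: 0% = DMSO alone and 100% = 100 µM mitoxantrone as full dye displacement; higher means more dye released from RNA so lower well fluorescence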
proKLK7 act = proKLK7 (human) activation, primary screen; P49862; purified proKLK7, EDANS-DABCYL substrate fluorescence; 100% is mature enzyme control, 0% vehicle; activation, % at 7 µM; 370,000 compounds, 0.9% hits; AID 652039;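 active = activation above the mean of all tested compounds plus 3 SD, computed per campaign excluding outliers beyond control limits, cut at about 13% in these data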
Target sequence (P49862 whole entry, looked up): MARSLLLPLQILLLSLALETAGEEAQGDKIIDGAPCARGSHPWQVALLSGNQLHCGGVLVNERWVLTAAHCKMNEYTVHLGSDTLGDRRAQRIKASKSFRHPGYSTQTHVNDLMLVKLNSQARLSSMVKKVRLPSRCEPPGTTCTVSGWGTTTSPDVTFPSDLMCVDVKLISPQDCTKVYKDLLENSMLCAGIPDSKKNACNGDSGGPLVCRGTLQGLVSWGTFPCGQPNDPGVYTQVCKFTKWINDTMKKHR
* hit, by the source's call; i = inactive; nt = not tested or not shown.

#	SMILES	NPR1 activator	ASAP1 inh	sPLA2-III inh	GC-B act	proKLK7 act
1	CC(C)CCNC(=O)NC(=O)CSc1ncccn1	-7	-11	4	-1	-0.2
2	COc1cc2c(cc1OC)CN(c1ccc(C(N)=O)cc1[N+](=O)[O-])CC2	1	-1	15	7	-0.1
3	Cc1cc(C)cc(C(=O)Oc2coc(CSc3nnc(NC(=O)C4CC4)s3)cc2=O)c1	-7	1	-23	-1	-0.6
4	CCCc1cc(=O)oc2c(C)c(OCC(=O)Nc3cccnc3)ccc12	-2	5	3	3	-0.2
5	O=C(OCC(=O)N1CCCc2ccccc21)c1cccc(S(=O)(=O)N2CCc3ccccc32)c1	-2	-13	2	-1	0.2
6	COCCn1c(SCC(=O)Nc2cc(C)on2)nc2ccccc2c1=O	1	-3	6	4	-0.3
7	O=C(NCC(c1ccco1)N1CCc2ccccc2C1)c1ccc(Cl)cc1 (stereo not given)	-3	-1	-4	-4	-1.7
8	C[C@@H]1CN([C@H](C)CO)S(=O)(=O)c2ccc(C#Cc3ccccc3F)cc2O[C@H]1CN(C)C(=O)c1ccc2c(c1)OCO2	6	-3	-18	-1	-0.7
9	C=C(C)CN(CC)C(=O)COc1ccc(S(=O)(=O)Nc2ccc(OC)cc2)cc1	1	-9	-10	2	0.0
10	Cc1ccc2cc3cc(C(=O)NCCCN4CCc5ccccc5C4)oc3nc2c1	7	-12	-16	-4	-0.7
11	Cc1ccc(NC2=C(N3CCOCC3)C(=O)c3ccccc3C2=O)cc1	0	36*	3	2	2.8
12	CC1=C(C#N)C(NC(=O)c2ccco2)(C(F)(F)F)C(=O)N1 (stereo not given)	7	-6	-2	-1	-0.4

#	rCAG RNA binder	ARFGAP1 inh	FXN GAA850 act	DDE Tn6 FP inh	ADAM10 inh
1	-4	-2	0.5	-9	0
2	4	0	2.5	0	-93
3	0	0	0.2	5	2
4	-1	1	1.6	-1	-15
5	2	6	2.0	1	4
6	4	-9	0.4	3	-12
7	9	-5	1.0	-3	-13
8	12	4	-5.4	-7	5
9	-2	9	-1.5	2	1
10	-7	-4	0.7	-4	i
11	4	24	4.7	-2	-8
12	0	7	0.1	4	3

Later entries.
#	SMILES	NPR1 activator	ASAP1 inh	sPLA2-III inh	GC-B act	proKLK7 act
13	O=C(CN1C(=O)c2ccccc2C1=O)Nc1ccccc1C(F)(F)F	3	0	0	1	0.8
14	C/C(CC(=O)Nc1cccc(C(F)(F)F)c1)=N\NC(=O)c1ccncc1	1	-2	-15	-6	0.5
15	CC(=C\c1ccccc1)/C=C1/SC(=O)N(CCCC(=O)Nc2ccc(C(=O)O)cc2)C1=O	1	-1	-14	2	1.6
16	O=C1c2ccccc2N2C(=O)c3ccccc3C2N1O (stereo not given)	1	4	-4	-3	0.1
17	CC(C)Cn1c(CCCNC(=O)c2ccc(F)cc2)nc2ccccc21	0	-1	-6	1	0.1
18	Cc1cc(=O)[nH]c(N/N=C/c2ccc(N(C)C)cc2)n1	-19	-6	3	-18	0.5
19	O=C(/C=C/c1ccccc1Br)c1ccc2c(c1)OCO2	1	13	2	0	0.4
20	O=C(NC1CCCCC1)NS(=O)(=O)c1ccc2c(c1)CCC2	-4	4	15	1	-0.5
21	CC1=C([N+](=O)[O-])C(c2cccc(Br)c2)C2=C(N1)c1ccccc1C2=O (stereo not given)	-17	9	4	0	0.2
22	CC1CCN(C(=O)CSc2nnc(CN3CCOCC3)n2-c2ccccc2)CC1	3	-2	2	-3	0.2
23	O=C1Nc2ccccc2N(O)N1c1ccc(S(=O)(=O)N2CCCCCC2)cc1	0	2	5	3	-0.3
24	COc1ccccc1OCc1ccc(C(=O)NCc2ccco2)o1	-6	9	4	-1	-0.2

#	rCAG RNA binder	ARFGAP1 inh	FXN GAA850 act	DDE Tn6 FP inh	ADAM10 inh
13	-1	10	0.4	-7	2
14	8	15	0.5	0	7
15	32	-1	-10	1	-4
16	1	4	-2.7	3	-9
17	-2	-3	-1.1	4	0
18	4	11	3.9	-1	-18
19	1	15	2.4	-14	15
20	4	1	-1.5	1	1
21	22	-5	15*	-3	0
22	-5	8	0.9	5	-8
23	1	7	4.3	10	3
24	5	0	-1.6	7	2

Further records follow.
#	SMILES	NPR1 activator	ASAP1 inh	sPLA2-III inh	GC-B act	proKLK7 act
25	O=C(c1ccco1)N1CCN(C(=O)c2cc(Cl)nc3ccccc23)CC1	3	-1	4	1	0.5
26	O=c1[nH]cc(F)c(=O)n1C1OC(CO)C(O)C1O (stereo not given)	-4	-7	5	-1	-0.1
27	Cc1ccc(NC(=O)Cc2ncon2)cc1Cl	6	-15	-6	3	0.5
28	Cc1ccc(C(=O)N2CCN(c3cccc(C)c3C)CC2)cc1S(=O)(=O)N1CCOCC1	-3	-21	-10	4	-0.2
29	CC1CCN(c2c([N+](=O)[O-])c(=O)n(-c3ccccc3)c3ccccc23)CC1	-3	-10	7	0	-0.9
30	CN(C(=O)c1ccc(NC(=O)Cc2cccc(NC(=O)C3CCN(C(=O)CCc4ccccc4)CC3)c2)cc1)C1CCCC1	1	-5	-43	1	0.1
31	COc1ccc(CC(NC(C)=O)C(=O)NC2CCN(C(=O)c3cccc(Cl)c3)CC2)cc1OC (stereo not given)	-1	-3	-3	5	0.0
32	COc1ccc(NS(=O)(=O)c2cc(NC(=O)c3cc(=O)c4ccccc4o3)ccc2OC)cc1	-4	9	0	-1	0.3
33	CCCc1nc2n[nH]c(N)c2c2c1COC(C)(C)C2	7	-10	4	2	0.1
34	Cc1ccc(S(=O)(=O)N(C)C[C@@H]2Oc3ncc(Br)cc3C(=O)N([C@H](C)CO)C[C@@H]2C)cc1	-1	-3	-2	-5	0.7
35	COc1cc(C(C)=O)ccc1OCC(=O)NCc1ccccc1CN1CCCC1	0	-8	1	0	0.4
36	NS(=O)(=O)c1cccc2c1c([N+](=O)[O-])cc1nc(O)c(O)nc12	7	-7	5	-7	-4.5

#	rCAG RNA binder	ARFGAP1 inh	FXN GAA850 act	DDE Tn6 FP inh	ADAM10 inh
25	1	16	-2.8	4	-19
26	3	3	nt	-7	-7
27	0	2	2.1	-2	1
28	4	6	-2.4	7	-3
29	1	4	-1.8	-5	-17
30	6	-19	1.7	-6	0
31	-7	4	0.2	8	1
32	0	7	1.5	-2	2
33	-2	13	0.4	-2	7
34	2	3	3.8	4	-7
35	-1	-6	-0.9	1	-4
36	6	-3	-0.2	4	-25

(list continues)
#	SMILES	NPR1 activator	ASAP1 inh	sPLA2-III inh	GC-B act	proKLK7 act
37	COc1cc(C(=O)NNC(=O)C2CC=CCC2C(=O)O)cc(OC)c1OC (stereo not given)	-3	0	6	3	-0.2
38	COc1ccc(CN(C)C(=O)CNC(=O)c2ccc(C)cc2)cc1	3	0	4	-3	0.4
39	CCCc1ccc(C(O)c2ncc(-c3ccc(C)cc3)[nH]2)cc1 (stereo not given)	-2	0	-6	6	-0.2
40	O=C(OC12CCCN(C1)/C(=C/c1ccc(Cl)cc1)C2)c1ccc(Cl)cc1 (stereo not given)	6	nt	9	-1	-0.2
41	O=C(CC[C@H]1O[C@@H](n2ccc(=O)[nH]c2=O)[C@H](O)[C@@H]1O)NC1CCN(Cc2ccccc2)C1 (stereo not given in full)	4	-8	4	7	-0.2

#	rCAG RNA binder	ARFGAP1 inh	FXN GAA850 act	DDE Tn6 FP inh	ADAM10 inh
37	-3	-14	1.4	10	3
38	3	-17	0.5	3	5
39	3	17	2.1	4	5
40	6	nt	nt	1	-13
41	1	9	nt	2	0

Structures above that contain four or more nitrogen atoms (ten):
#	SMILES	NPR1 activator	ASAP1 inh	sPLA2-III inh	GC-B act	proKLK7 act
1	CC(C)CCNC(=O)NC(=O)CSc1ncccn1	-7	-11	4	-1	-0.2
6	COCCn1c(SCC(=O)Nc2cc(C)on2)nc2ccccc2c1=O	1	-3	6	4	-0.3
14	C/C(CC(=O)Nc1cccc(C(F)(F)F)c1)=N\NC(=O)c1ccncc1	1	-2	-15	-6	0.5
18	Cc1cc(=O)[nH]c(N/N=C/c2ccc(N(C)C)cc2)n1	-19	-6	3	-18	0.5
22	CC1CCN(C(=O)CSc2nnc(CN3CCOCC3)n2-c2ccccc2)CC1	3	-2	2	-3	0.2
23	O=C1Nc2ccccc2N(O)N1c1ccc(S(=O)(=O)N2CCCCCC2)cc1	0	2	5	3	-0.3
30	CN(C(=O)c1ccc(NC(=O)Cc2cccc(NC(=O)C3CCN(C(=O)CCc4ccccc4)CC3)c2)cc1)C1CCCC1	1	-5	-43	1	0.1
33	CCCc1nc2n[nH]c(N)c2c2c1COC(C)(C)C2	7	-10	4	2	0.1
36	NS(=O)(=O)c1cccc2c1c([N+](=O)[O-])cc1nc(O)c(O)nc12	7	-7	5	-7	-4.5
41	O=C(CC[C@H]1O[C@@H](n2ccc(=O)[nH]c2=O)[C@H](O)[C@@H]1O)NC1CCN(Cc2ccccc2)C1 (stereo not given in full)	4	-8	4	7	-0.2

#	rCAG RNA binder	ARFGAP1 inh	FXN GAA850 act	DDE Tn6 FP inh	ADAM10 inh
1	-4	-2	0.5	-9	0
6	4	-9	0.4	3	-12
14	8	15	0.5	0	7
18	4	11	3.9	-1	-18
22	-5	8	0.9	5	-8
23	1	7	4.3	10	3
30	6	-19	1.7	-6	0
33	-2	13	0.4	-2	7
36	6	-3	-0.2	4	-25
41	1	9	nt	2	0

Screening results (PubChem)
